rCAG RNA binder = binds r(CAG) RNA repeats | inhibition, % at 3 µM | r(CAG) RNA repeat, TO-PRO-1 dye displacement fluorescence | 370,000 compounds, 1.3% hits;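 active means inhibition above the plate cutoff, the mean of all test compounds on that plate plus 3 SD, cut at about 35% in these data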;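 further: 0% = DMSO alone and 100% = 100 µM mitoxantrone as full dye displacement; higher means more dye released from RNA so lower well fluorescence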
NPR2 activator = GC-B (human) receptor activation; HEK293-GC-B cells, CNP EC30, cGMP TR-FRET; 0% at EC30 CNP, 100% saturating CNP; 370,000 compounds, 0.11% hits; activation, % at 10 µM; P20594;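 active means activation at 10 µM reaching about 35% in either raw or pattern-adjusted values, limit read from the data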
NPR1 activator = GC-A (human) enzyme activation | P16066 | activation, % at 10 µM | AID 1671463 | HEK293 GC-A cells, cGMP TR-FRET, EC30 ANP; 0% at EC30 ANP, 100% saturating ANP | 370,000 compounds, 0.14% hits; in the data active means activation above about 40%
mABHD4 FP = inhibits mouse alpha/beta hydrolase domain 4; Q8VD66; inhibition, % at 8.92 µM; 370,000 compounds, 0.54% hits; AID 720543; purified mABHD4, FP-Rh probe fluorescence polarization;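 active means inhibition exceeding the mean over every tested compound plus 3 SD, cut at about 30% in these data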;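 further: 0% = plate median of compound wells and 100% = S159A mutant with DMSO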
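Test system: mABHD4 protein; Read-out basis: % inhibition; Incubation: 45 min + 60 min at 25 °C; Repeats: single replicate; Technique: fluorescence polarization with parallel and perpendicular emission, 525/598 nm; Compound: 8.92 µM, single dose; Benchmarks: full inhibition S159A mutant plus DMSO, zero as sample-well median.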
HTRA1 inhibitor = HTRA1 (human) protease inhibition. 340,000 compounds, 0.5% hits. recombinant HTRA1, FP-rhodamine activity-based probe, fluorescence polarization. Q92743. inhibition, % at 5.96 µM. AID 504803; in the data active means inhibition above about 36%;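 further: 0% = enzyme with DMSO and 100% = wells lacking enzyme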
UHRF1 MBD2 ctr = blocks human UHRF1 binding to methylated DNA; inhibition, % at 4.4 µM; 370,000 compounds, 0.75% hits; Q96T88; AID 687016; UHRF1 binding to methylated oligo, TR-FRET; in the data active means inhibition above about 21%;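 further: UHRF1 SRA domain binding a hemimethylated CpG hairpin DNA probe; 0% = median of test compound wells and 100% = reference inhibitor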
SIAE primary = blocks human sialic acid acetylesterase | Q9HAT2 | inhibition, % at 9.66 µM | 370,000 compounds, 0.69% hits | SIAE FP-Rh probe binding, fluorescence polarization | AID 1053197;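 active means inhibition above a cutoff: mean of compounds within the control limits plus 3 SD of those, cut at about 17% in these data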;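 further: 0% = plate median of compound wells and 100% = probe without SIAE protein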
Target sequence (Q9HAT2 whole entry, looked up): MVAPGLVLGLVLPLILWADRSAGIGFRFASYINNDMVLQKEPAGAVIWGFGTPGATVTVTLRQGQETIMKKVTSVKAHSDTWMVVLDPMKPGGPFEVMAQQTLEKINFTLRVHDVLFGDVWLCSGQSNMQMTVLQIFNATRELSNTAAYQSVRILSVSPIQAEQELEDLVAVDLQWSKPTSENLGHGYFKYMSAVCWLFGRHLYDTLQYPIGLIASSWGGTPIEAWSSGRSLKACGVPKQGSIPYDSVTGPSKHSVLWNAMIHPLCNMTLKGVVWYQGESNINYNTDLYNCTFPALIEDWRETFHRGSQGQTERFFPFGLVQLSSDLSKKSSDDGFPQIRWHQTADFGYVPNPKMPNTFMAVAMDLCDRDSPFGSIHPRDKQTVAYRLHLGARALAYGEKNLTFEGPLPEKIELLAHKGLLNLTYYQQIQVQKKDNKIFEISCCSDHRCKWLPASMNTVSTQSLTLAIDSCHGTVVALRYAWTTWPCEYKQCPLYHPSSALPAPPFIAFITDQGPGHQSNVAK
PRMT1 inh = PRMT1 (human) inhibition, primary screen | Q99873 | recombinant PRMT1, activity-based probe fluorescence polarization | inhibition, % at 2.79 µM | 370,000 compounds, 1.3% hits | AID 652257;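 active means inhibition above about 21% made by adding two undisclosed values, limit read from the data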
TCR CD3 inh = blocks the human TCR-CD3 interaction; TAMRA-labeled TCR probe fluorescence, biochemical; inhibition, % at 9.4 µM; 360,000 compounds, 0.37% hits; AID 651800; in the data active means inhibition above about 19%;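 further: recombinant mutant TCR 2C K166C tagged with TAMRA read by polarization; 0% = receptor in buffer alone and 100% = receptor with positive control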
MBD2 DNA inh = inhibitors of human MBD2 binding to methylated oligonucleotide. inhibition, % at 4.4 µM. Q9UBB5. TR-FRET. 370,000 compounds, 0.31% hits; in the data active means inhibition above about 13%
Target sequence (Q9UBB5 whole entry, looked up): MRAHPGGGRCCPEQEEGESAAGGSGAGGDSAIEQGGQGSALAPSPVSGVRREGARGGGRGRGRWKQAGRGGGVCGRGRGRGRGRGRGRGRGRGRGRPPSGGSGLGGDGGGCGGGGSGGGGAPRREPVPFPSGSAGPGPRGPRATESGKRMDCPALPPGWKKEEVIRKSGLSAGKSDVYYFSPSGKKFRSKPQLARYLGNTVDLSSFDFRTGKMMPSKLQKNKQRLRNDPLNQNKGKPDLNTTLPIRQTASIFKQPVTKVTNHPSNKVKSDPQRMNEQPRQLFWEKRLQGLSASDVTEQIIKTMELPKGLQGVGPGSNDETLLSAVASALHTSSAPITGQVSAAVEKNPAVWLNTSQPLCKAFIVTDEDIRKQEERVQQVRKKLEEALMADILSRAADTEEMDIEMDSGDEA
Numbers without * were called inactive; x = not tested or not shown. A portion of the library. The share of hits here may be higher or lower than overall.

1. COc1ccc(CNC(=O)C2CCN(S(=O)(=O)c3ccc(N4CCCC4=O)cc3)CC2)cc1
2. CCOC(=O)[C@@H]1[C@H]2COc3ccc(Br)cc3[C@@H]2N2C(=O)N(c3cccc(F)c3)C(=O)[C@@]12C
3. C/C(=N\NC(=O)CCC(=O)O)c1c(-c2ccccc2)c2cc(Br)ccc2[nH]c1=O
4. CCN1C(=O)[C@H]2[C@@H](c3ccc(SC4CCCCC4)cc3)N[C@@](CC(C)C)(C(=O)OC)[C@H]2C1=O
5. C/C(=N\N1CCN(C2c3ccccc3-c3ccccc32)CC1)c1cccnc1
6. C/C(=N\NC(=O)c1c(Cl)c(C)nn1C)c1cccc(NC(=O)COc2ccc(Cl)cc2)c1
7. CC1=CC(c2ccccc2)NC(=S)N1 (stereo not given)
8. COc1ccc(NC(=O)CCS(=O)(=O)c2ccc3nc(C)sc3c2)cc1OC

Assay by compound	1	2	3	4	5	6	7	8
rCAG RNA binder	0	2	2	-4	0	-1	2	1
NPR2 activator	-6	-16	7	-6	1	-2	0	3
NPR1 activator	0	-7	4	-3	-2	-5	0	4
mABHD4 FP	-3	-2	-1	-4	-9	-2	3	2
HTRA1 inhibitor	3	-27	0	-7	-11	-2	-6	3
UHRF1 MBD2 ctr	1	7	2	-2	5	3	-1	3
SIAE primary	9	0	-1	-5	0	-12	0	5
PRMT1 inh	0	0	-2	-2	4	1	9	3
TCR CD3 inh	1	1	-3	0	-1	-10	5	-2
MBD2 DNA inh	-1	2	6	-4	3	2	-2	3

The list goes on, overlapping the part above by 2 compounds.
7. CC1=CC(c2ccccc2)NC(=S)N1 (stereo not given)
8. COc1ccc(NC(=O)CCS(=O)(=O)c2ccc3nc(C)sc3c2)cc1OC
9. O=C(NNC(=O)c1cccnc1)Nc1cccc2ccccc12
10. C/C(=N\NC(=O)c1ccc(N2CCCC2=O)cc1)c1ccncc1
11. O=C(NC(=S)Nc1ccc2c(c1)OCO2)c1ccc(Cl)cc1
12. CCN1C[C@@H]2[C@@H]3C(=O)N(Cc4ccccc4)C(=O)[C@@H]3[C@](C)(C1=O)N2C(=O)c1ccc(C)cc1
13. O=C(NCc1nc(-c2ccccc2)no1)c1cccs1
14. Fc1ccc(N2CCN(c3ccc4c(C(F)(F)F)cc(C(F)(F)F)nc4n3)CC2)cc1
15. CCOC(=O)N(NC(=O)C(O)(C(C)C)C(C)C)c1ccccc1
16. CCn1nc(C)cc1C(=O)Sc1ccc(C)cc1

Assay by compound	7	8	9	10	11	12	13	14	15	16
rCAG RNA binder	2	1	3	4	0	-6	-3	-4	0	-5
NPR2 activator	0	3	-5	2	-3	12	1	-1	1	7
NPR1 activator	0	4	2	-4	-5	2	5	3	4	-3
mABHD4 FP	3	2	-4	-6	2	3	4	2	-6	2
HTRA1 inhibitor	-6	3	4	6	5	-4	1	2	10	2
UHRF1 MBD2 ctr	-1	3	-4	-2	-6	3	1	0	4	-3
SIAE primary	0	5	2	10	3	1	0	-2	-1	9
PRMT1 inh	9	3	1	-2	-1	0	-1	0	1	-2
TCR CD3 inh	5	-2	0	-4	2	0	-4	-6	-4	-3
MBD2 DNA inh	-2	3	-3	-1	1	4	-4	-2	1	-6

17. COC(=O)C1=CN(c2ccc(N3CCOCC3)cc2)C(N)=C(C#N)C1c1cccc(F)c1 (stereo not given)
18. CCN(CC(=O)NCc1cccs1)C(=O)c1ccc(S(=O)(=O)Nc2ccccc2OC)cc1
19. Cc1ncc([N+](=O)[O-])n1CCN1C(=O)c2ccccc2C1=O
20. COc1ccccc1NC(=O)C1CCN(C(=O)C2CC(=O)N(c3ccc(C)cc3)C2)CC1 (stereo not given)
21. COc1ccccc1CNC(=O)c1cc2c(=O)[nH]c3ccccc3c2n1C
22. Cc1nnc(SCC(=O)N2CCOCC2)n1C
23. COc1cccc(-c2cc(C(=O)NC3CCCC3)no2)c1
24. O=C(Oc1cccc(C(=S)N2CCOCC2)c1)c1cc([N+](=O)[O-])cc([N+](=O)[O-])c1

Assay by compound	17	18	19	20	21	22	23	24
rCAG RNA binder	3	-4	0	3	1	-2	-2	2
NPR2 activator	-3	4	-1	-5	7	-2	0	0
NPR1 activator	13	2	2	-2	3	2	1	-6
mABHD4 FP	1	1	-1	-8	-1	8	0	4
HTRA1 inhibitor	x	0	8	-6	x	5	-6	5
UHRF1 MBD2 ctr	-1	-1	1	0	1	2	1	2
SIAE primary	9	0	0	2	-8	-2	0	0
PRMT1 inh	4	1	-2	-2	-3	3	-4	2
TCR CD3 inh	3	-3	-1	6	1	-1	-5	2
MBD2 DNA inh	1	4	2	3	1	0	16*	0

25. CCCC(C(=O)NCC1CCCO1)N(Cc1ccccc1)C(=O)CNS(=O)(=O)c1ccccc1 (stereo not given)
26. O=C(c1ccc(CNS(=O)(=O)c2ccc(Br)cc2)cc1)N1CCCC1
27. CCc1ccccc1NC(=O)c1cccs1
28. N#Cc1c(NC(=O)CN2CCN(C(=O)c3ccco3)CC2)sc2c1CCCCC2
29. NS(=O)(=O)c1cccc(NC(=O)CCN2C(=O)C3CCCCC3C2=O)c1 (stereo not given)
30. Cc1ccc(-n2c(-c3ccc(Cl)cc3)n[nH]c2=S)c(C)c1
31. CCOC(=O)C(CCSC)NC(=O)CN (stereo not given)
32. O=C(/C=C/c1ccccc1[N+](=O)[O-])NCc1ccc(Cl)cc1

Assay by compound	25	26	27	28	29	30	31	32
rCAG RNA binder	-4	-4	-3	-3	0	13	2	-3
NPR2 activator	0	-2	6	-9	4	-1	5	1
NPR1 activator	0	-2	1	-10	-1	-10	4	-2
mABHD4 FP	8	-1	3	1	4	-3	2	-8
HTRA1 inhibitor	-6	-3	1	-8	2	-4	2	-2
UHRF1 MBD2 ctr	0	0	3	0	-3	-1	1	-2
SIAE primary	-7	-3	6	-11	2	5	5	-2
PRMT1 inh	0	0	6	2	-3	18	-1	-5
TCR CD3 inh	-1	6	-7	4	2	1	6	1
MBD2 DNA inh	0	0	4	0	-1	4	2	-5

Part of the list above, limited to TCR CD3 inh and mABHD4 FP.
#	canonical_smiles	TCR CD3 inh	mABHD4 FP
26	O=C(c1ccc(CNS(=O)(=O)c2ccc(Br)cc2)cc1)N1CCCC1	6	-1
27	CCc1ccccc1NC(=O)c1cccs1	-7	3
28	N#Cc1c(NC(=O)CN2CCN(C(=O)c3ccco3)CC2)sc2c1CCCCC2	4	1
29	NS(=O)(=O)c1cccc(NC(=O)CCN2C(=O)C3CCCCC3C2=O)c1 (stereo not given)	2	4

Going on with the list.
33. C=CCn1c(SCc2c(C)noc2C)nc2sc3c(c2c1=O)CCC(C)C3 (stereo not given)
34. Cc1ccc(NC(=O)COc2ccccc2C(=O)NCCc2ccccc2)cc1
35. O=S(=O)(NCCc1ccccn1)c1cc(Cl)cc(Cl)c1O
36. COC(=O)C1=C(C)N(CCc2c[nH]c3ccccc23)C(=O)C1
37. Cc1ccc(-n2c(SCc3cc(=O)n4ccsc4n3)nnc2-c2cccnc2)c(C)c1
38. COc1ccc(OCCCC(=O)Nc2ccc(S(=O)(=O)N3CCOCC3)cc2)cc1
39. O=C(Nc1ccc(C(=O)N2CCCC2)cc1)C1CCCCC1
40. CCN(CC)c1ccc(NC(=O)Cn2c(C(C)NC(=O)c3ccc(C)cc3)nc3ccccc32)cc1 (stereo not given)

Assay by compound	33	34	35	36	37	38	39	40
rCAG RNA binder	4	1	15	7	-5	4	0	-1
NPR2 activator	-3	-1	4	-4	6	1	1	-3
NPR1 activator	-2	-4	2	-2	-1	-1	-1	-2
mABHD4 FP	-7	-25	-11	-3	0	2	-1	2
HTRA1 inhibitor	-6	-38	-7	-2	8	2	3	6
UHRF1 MBD2 ctr	-1	1	3	2	-2	0	0	-1
SIAE primary	-5	-5	0	2	17*	-2	-2	3
PRMT1 inh	-2	-1	-1	-2	-2	-1	-4	-8
TCR CD3 inh	-3	-4	-6	-8	6	4	9	9
MBD2 DNA inh	-6	-2	0	1	2	1	-1	4

Single values from the list.
Value of entry 33 under mABHD4 FP: -7
Value of entry 40 under mABHD4 FP: 2

The results go on.
41. Cc1ccc(C)c(OCCCC(C)(C)C(=O)O)c1
42. CC(=O)N1CCN(C(=O)CCn2nnc3ccccc32)CC1
43. Cc1nn(Cc2ccccc2)c(C)c1NC(=O)c1cc(-c2ccco2)on1
44. CN(CC(=O)Nc1ccccc1F)S(=O)(=O)c1ccc2c(c1)n(C)c(=O)c(=O)n2C
45. COc1ccc(N(CC(=O)N2CCN(c3ccccc3)CC2)S(=O)(=O)c2c(C)noc2C)cc1
46. O=c1c2ccc([N+](=O)[O-])cc2ncn1CCOc1cccc(Br)c1
47. COc1ccc(N2CCN(C3CCCN(Cc4ccc(F)c(F)c4)C3)CC2)cc1 (stereo not given)
48. CCCCNC(=S)Nc1ccc(F)cc1

Assay by compound	41	42	43	44	45	46	47	48
rCAG RNA binder	4	0	3	-1	3	1	-10	-3
NPR2 activator	-4	7	-2	-4	-3	-1	5	4
NPR1 activator	-4	4	-1	4	6	-9	-1	4
mABHD4 FP	-1	3	-15	0	6	-1	-7	-17
HTRA1 inhibitor	8	x	-6	6	-4	-10	1	-10
UHRF1 MBD2 ctr	-1	-1	-5	-1	4	-2	-1	-1
SIAE primary	-1	2	-7	5	-5	2	7	-5
PRMT1 inh	-2	-1	7	-1	3	-1	-1	3
TCR CD3 inh	6	x	-6	7	-5	3	-3	1
MBD2 DNA inh	2	-3	-6	2	6	-2	-4	4

49. Cc1ccc([C@@H]2C[C@H]3[C@@H](CN2S(=O)(=O)c2ccc(Cl)cc2)C(=O)C[C@@H](c2cccc4ccccc24)N3S(=O)(=O)c2ccc(C)cc2)cc1
50. COc1cc([N+](=O)[O-])ccc1NC(=O)/C=C\C(=O)O
51. Cn1nnnc1SCC(=O)Nc1ccc(Oc2ccc(Cl)cc2)cc1
52. COc1ccc(-n2c(C)c(C(C)=O)c3cc(OC(C)=O)ccc32)cc1
53. Nc1nc(NC(=O)c2cccc(S(=O)(=O)N3CCCCCC3)c2)nc(-c2ccccc2)n1
54. Cc1cccc(S(=O)(=O)NC(=O)C2(C)CCN2C(=O)c2ccccc2CCc2ccccc2)c1 (stereo not given)
55. CC(C)(C)OC(=O)NCCCCCNC(=O)c1nc[nH]c1C(=O)NCc1ccc(CNC(=O)OC(C)(C)C)cc1
56. CC(C)(C)C(=O)Cn1ncc(Cl)c(Cl)c1=O
57. O=C(CSc1nc(NS(=O)(=O)c2ccccc2)cc(=O)[nH]1)Nc1cccc(C(F)(F)F)c1

Assay by compound	49	50	51	52	53	54	55	56	57
rCAG RNA binder	14	2	-1	-4	7	39*	-4	-1	19
NPR2 activator	7	1	-2	0	-10	2	8	-8	5
NPR1 activator	2	-2	25	18	8	2	2	42*	-7
mABHD4 FP	-1	0	3	-3	-5	-2	-44	-1	-9
HTRA1 inhibitor	-14	-6	-13	-4	-12	x	-31	1	-46
UHRF1 MBD2 ctr	0	-4	3	3	3	-1	3	-2	-2
SIAE primary	-10	1	4	-3	-13	3	-24	2	-57
PRMT1 inh	2	2	0	5	3	1	1	1	12
TCR CD3 inh	-2	0	2	-2	-1	-4	2	7	3
MBD2 DNA inh	-3	-1	0	1	1	0	-3	-3	-7

Compound activity: PubChem BioAssay, several laboratories
